# SENP1 inh – blocks the human SENP1 SUMO protease catalytic domain; actives 0.21% (n = 360,000); inhibition, % at 10 µM; recombinant SENP1 catalytic domain, CyPet-SUMO1-YPet FRET cleavage;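 active means inhibition at least 30% at 10 µM, raw YFP signal under a set limit, fluorescence ratio 0.5 to 1.5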;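 further: 0% = enzyme with DMSO and 100% = no enzyme wells; some results filed as inactive read as strong as hits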
# Target sequence (Q9P0U3 419-644 limits assumed): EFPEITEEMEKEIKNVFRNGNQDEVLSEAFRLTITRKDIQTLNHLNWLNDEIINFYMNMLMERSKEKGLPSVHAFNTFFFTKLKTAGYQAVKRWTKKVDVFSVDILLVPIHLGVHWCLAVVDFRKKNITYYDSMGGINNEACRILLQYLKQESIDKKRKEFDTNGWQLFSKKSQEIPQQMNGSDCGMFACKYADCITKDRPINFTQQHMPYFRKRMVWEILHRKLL
#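 system = hSENP1 catalytic domain, recombinant | reagent = SFCypet-SUMO1-SFYpet substrate at 25 nM | doses = one dose per compound, 10 µM, 0.5% DMSO | incubation = enzyme reaction for 50 min at room temperature, dark | measured by = FRET, CFP and YFP emission | controls = no-enzyme low, enzyme-DMSO high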
# PfG6PD inh – PfG6PD (Plasmodium falciparum) enzyme inhibition; actives 0.78% (n = 350,000); inhibition, % at 20 µM; PfGluPho enzyme, NADPH resazurin-diaphorase fluorescence; AID 504690;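 active means inhibition reaching at least a set limit at 20 µM in the primary screen, cut at about 59% in these data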;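 further: 0% = DMSO wells with substrate and 100% = DMSO wells lacking glucose-6-phosphate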
# SENP6 block – SENP6 protease inhibition | Q9GZR1 | Recombinant SENP6 catalytic domain, aminoluciferin luminescence | inhibition, % at 10 µM | actives 1.8% (n = 330,000);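 active means inhibition above about 50% at the single tested dose, limit read from the data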;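 further: plate controls were DMSO wells with enzyme for no effect and DMSO wells lacking enzyme for full effect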
# Target sequence (Q9GZR1 628-1112 limits assumed): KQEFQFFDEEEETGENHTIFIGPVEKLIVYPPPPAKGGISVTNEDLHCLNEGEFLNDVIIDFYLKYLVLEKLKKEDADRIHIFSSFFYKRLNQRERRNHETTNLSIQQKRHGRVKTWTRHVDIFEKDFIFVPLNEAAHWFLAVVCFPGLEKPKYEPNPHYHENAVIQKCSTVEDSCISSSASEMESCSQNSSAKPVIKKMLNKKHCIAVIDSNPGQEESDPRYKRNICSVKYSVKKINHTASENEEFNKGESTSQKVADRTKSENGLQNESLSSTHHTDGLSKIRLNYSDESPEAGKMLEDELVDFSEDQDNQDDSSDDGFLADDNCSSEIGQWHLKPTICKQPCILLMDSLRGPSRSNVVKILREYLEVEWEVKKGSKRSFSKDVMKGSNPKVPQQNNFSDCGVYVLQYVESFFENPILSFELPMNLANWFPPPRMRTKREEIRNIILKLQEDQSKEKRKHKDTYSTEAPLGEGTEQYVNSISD
# SENP8 block-1 – SENP8 protease inhibition; purified SENP8, Z-RLRGG-aminoluciferin cleavage, luminescence; actives 1.2% (n = 330,000); inhibition, % at 10 µM; AID 2540; Q96LD8; in the data active means inhibition above about 50%
# NLRP3 yeast inh – NALP3 inhibition in yeast | inhibition, % at 10 µM | actives 0.39% (n = 330,000) | Yeast reconstituted NLRP3/ASC/caspase-1, beta-gal luminescence, 24 h;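 active means inhibition of 50% or more; inactive means inhibition below 50%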;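 further: plate controls were induced DMSO wells for no effect and uninduced yeast grown without galactose for full effect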
# HKDC1 inhibitor – blocks human hexokinase HKDC1 activity; recombinant HKDC1, G6PDH/diaphorase resazurin coupled fluorescence; inhibition, % at 20 µM; actives 0.16% (n = 340,000);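 active means inhibition above about 35% when tested at 20 µM, limit read from the data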;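 further: plate controls were DMSO wells with enzyme for no effect and DMSO wells lacking enzyme for full effect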
#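 Incubation: 90 min at room temperature in dark / Material: recombinant HKDC1 (HK5) hexokinase enzyme, produced in-house / Quantity: enzyme 5 µg/mL final / Compound: one dose of 20 µM, 1% DMSO / Reagent: glucose and ATP substrates / Buffer or medium: Tris pH 8.0 buffer with MgCl2, Tween-20, BSA, BME / Technique: resorufin fluorescence at 613 nm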
# Apaf-1 inh – human Apaf-1 inhibition; actives 0.71% (n = 330,000); inhibition, % at 20 µM; O14727; AID 489030; reconstituted apoptosome caspase-3 activity, DEVD-Rh110 fluorescence; active means inhibition of at least 40% at 20 µM;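 further: plate controls were DMSO wells for no effect and DEVD-CHO caspase inhibitor wells for full effect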
#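 Material: cell-free apoptosome with Apaf-1, procaspase-3 and caspase-9; Buffer or medium: Hepes pH 7.5 with detergent and BSA; Reagent: cytochrome c trigger plus (Z-DEVD)2-Rh110 caspase-3 substrate; Times: compound with Apaf-1, dATP, procaspase-3 30 min, then 50 min reaction, room temperature; Technique: Rh110 fluorescence intensity.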
# SENP7 block – blocks the human protease SENP7; recombinant SENP7, Z-RLRGG-aminoluciferin luminescence, 40 min; inhibition, % at 5 µM; actives 1.5% (n = 330,000);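 active means inhibition above about 50% at the single test dose, limit read from the data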;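 further: plate controls were DMSO with enzyme for no effect and no enzyme buffer wells for full effect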
# Target sequence (Q9BQF6 706-1050 limits assumed): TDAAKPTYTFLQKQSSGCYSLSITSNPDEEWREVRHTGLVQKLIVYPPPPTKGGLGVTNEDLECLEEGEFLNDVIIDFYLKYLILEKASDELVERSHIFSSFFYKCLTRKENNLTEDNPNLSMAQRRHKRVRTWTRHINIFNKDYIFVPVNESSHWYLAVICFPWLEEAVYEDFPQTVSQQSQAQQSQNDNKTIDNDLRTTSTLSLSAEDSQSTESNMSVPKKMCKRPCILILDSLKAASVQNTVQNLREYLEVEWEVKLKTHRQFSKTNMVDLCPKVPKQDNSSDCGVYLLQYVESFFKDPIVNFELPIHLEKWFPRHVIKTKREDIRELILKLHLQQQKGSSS
# SENP8 block-2 – blocks human SENP8 cleavage of Nedd8 substrate; Q96LD8; recombinant SENP8, Nedd8 substrate fluorescence; inhibition, % at 20 µM; actives 0.64% (n = 360,000); AID 602440; in the data active means inhibition mostly above about 40%, no sharp cut-off; inactive means mostly below about 27%
# Starred values were filed as active, the others as inactive; . = no result given. Compounds were not picked by outcome. About 4.1% of those tested had a hit in this group.
# Sample of the layout (3 entries):
SMILES,SENP1 inh,PfG6PD inh,SENP6 block,SENP8 block-1,NLRP3 yeast inh,HKDC1 inhibitor,Apaf-1 inh,SENP7 block,SENP8 block-2
COc1ccc(C(C[N+](=O)[O-])c2c(-c3ccccc3)cc3ccccn23)cc1 (stereo not drawn),-2.8,9.4,-1.0,2.9,0.9,5.1,16.4,1.2,-188.4
COc1ccc(S(=O)(=O)N2CCN(Cc3ccc(Cl)cc3)CC2)cc1,0.5,7.2,4.5,8.4,20.2,14.8,6.1,-4.4,5.8
Nc1c(C(=O)NCc2ccccc2)nnn1Cc1ccccc1,0.8,-21.8,1.2,1.6,15.4,-3.9,5.5,-2.3,18.4

# The listing (from the top)
SMILES,SENP1 inh,PfG6PD inh,SENP6 block,SENP8 block-1,NLRP3 yeast inh,HKDC1 inhibitor,Apaf-1 inh,SENP7 block,SENP8 block-2
COc1ccc(C(C[N+](=O)[O-])c2c(-c3ccccc3)cc3ccccn23)cc1 (stereo not drawn),-2.8,9.4,-1.0,2.9,0.9,5.1,16.4,1.2,-188.4
COc1ccc(S(=O)(=O)N2CCN(Cc3ccc(Cl)cc3)CC2)cc1,0.5,7.2,4.5,8.4,20.2,14.8,6.1,-4.4,5.8
Nc1c(C(=O)NCc2ccccc2)nnn1Cc1ccccc1,0.8,-21.8,1.2,1.6,15.4,-3.9,5.5,-2.3,18.4
CCCOc1nc(N)c(C#N)c(-c2ccccc2F)c1C#N,-8.6,-17.9,.,.,.,-0.7,.,.,-73.3
CN(Cc1ccon1)C(=O)C1CCC(=O)N(CCc2ccc(Cl)cc2)C1 (stereo not drawn),1.6,6.4,-3.2,2.2,7.4,-4.7,-4.7,-2.3,4.1
CCS(=O)(=O)Nc1cc2c3c(c1)CCN3C(=O)CC2,2.3,-7.6,-3.9,-7.0,10.9,-0.5,-0.7,-10.8,-4.3
COc1cccc(C2NC(=O)NC(C)=C2C(=O)OCC2CCCO2)c1 (stereo not drawn),1.8,-3.6,-9.2,-1.2,-13.4,-3.3,-7.1,6.7,10.3
Cc1ccc(CNc2ccc(N3CCOCC3)cc2)cc1,0.6,43.8,21.4,1.2,31.7,8.3,0.6,4.2,-118.5
O=C(C(Cc1ccccc1)n1cccc1)N1CCCCCC1 (stereo not drawn),1.6,-6.2,-12.5,-5.6,5.9,-2.1,17.8,-3.3,3.1
CC(=O)N1Cc2ccccc2CC1C(=O)N1CCN(c2ccccc2)CC1 (stereo not drawn),0.7,11.7,-6.1,-6.8,6.9,-3.4,7.6,-4.4,1.9
CCN1CCN(c2nc(N)c([N+](=O)[O-])c(Nc3ccc(C)c(C)c3)n2)CC1,0.4,14.7,-1.8,-6.4,21.2,-7.7,29.2,-3.7,24.3
O=C(CSc1nnnn1-c1cccc2c1CCCC2)N1CCOCC1,0.5,-11.9,-0.8,-0.8,9.6,4.2,-1.6,4.0,7.3
O=C1NCCCC1C(=O)N/N=C/c1ccccc1O (stereo not drawn),-28.9,-13.8,2.7,-0.2,18.3,5.6,3.8,4.6,-185.3
CC(C)(CO)NCc1cccc(OCc2ccc(Cl)cc2)c1,1.2,-20.8,-9.1,-15.5,13.0,-5.7,0.1,0.0,12.7
CCCCCc1nnc(NC(=O)c2cccc(S(=O)(=O)N3CCOCC3)c2)s1,-2.6,-17.9,-0.1,6.5,11.0,-2.4,3.0,-4.2,-12.2
CCCCC(=O)Nc1ccc(NC(=O)c2ccc([N+](=O)[O-])cc2)cc1OC,1.0,0.5,1.4,-5.3,22.0,-11.8,-1.7,1.5,21.7
C1=C(CCNCC2CCCCC2)CCCC1,3.4,0.1,1.9,-4.2,15.0,-5.5,-11.4,5.7,13.5
O=c1cc2[nH]c3ccccc3c(=O)n2nc1-c1ccccc1,-21.0,41.1,19.2,2.9,-3.9,21.1,-5.6,14.7,-412.9
COC(=O)C(CC(C)C)NC(=O)C(Cc1ccccc1)NC(=O)C1CCCN1C(=O)OC(C)(C)C (stereo not drawn),0.1,9.0,0.4,4.7,-1.2,0.6,-4.4,2.6,6.4
CCOC(=O)c1c(C)nc2cc(C)ccn12,0.2,-15.6,-16.0,-11.3,7.4,-2.3,-0.2,-15.1,0.9
CCC(C)c1ccc(NC(=O)CSc2nncn2N)cc1 (stereo not drawn),3.1,4.9,-20.2,2.6,5.2,3.5,7.6,2.8,32.6
N#Cc1ccc(COC(=O)CC(NC(N)=O)c2ccc(Cl)cc2)cc1 (stereo not drawn),-0.3,5.4,-15.0,5.6,22.3,-2.7,7.9,5.9,14.0
COc1ccccc1C(c1c(O)nc(SC)[nH]c1=O)c1c(O)nc(SC)[nH]c1=O,2.1,-17.1,-1.2,0.3,2.7,-0.7,-9.9,-2.5,3.7
CCn1c(SCC(=O)N/N=C/c2c[nH]c3ccccc23)nnc1-c1ccc(C)cc1,0.0,5.7,-20.7,-3.6,9.6,-8.8,7.9,3.3,32.4
O=C(CSc1ccc2c(c1)OCCO2)N1CCN(c2ccccc2O)CC1,-116.5,-0.3,-6.8,4.9,13.7,2.5,13.2,7.4,15.3
CN1CCN(CCCNC(=O)c2ccc3c(Cl)c4c(nc3c2)CCCC4)CC1,0.6,18.6,0.9,0.8,5.9,-6.7,10.3,-1.3,22.8
O=C(CSCc1ccc(Br)cc1)N1CCCC1,-0.6,3.0,-2.5,-13.9,5.2,14.9,3.7,-1.9,7.1
CC(C)(C)c1cnnn1-c1ccc(C(=O)CCl)cc1,3.2,-14.7,-19.5,-7.6,5.0,1.9,2.7,-4.0,10.4
CCOP(=O)(OCC)C(Nc1ccc(C(=O)O)cc1)c1ccccc1 (stereo not drawn),2.5,-20.9,11.8,-5.0,-15.7,-1.1,-13.6,11.1,24.8
CC(C)C1Cc2c(C#N)c(N)n(C)c(=S)c2CO1 (stereo not drawn),-5.5,28.5,-0.1,9.4,0.9,6.8,14.9,3.3,-11.8
COc1ccc(C)cc1NC(=O)CCNS(=O)(=O)c1cccc2nonc12,-0.1,-12.1,-15.1,-2.4,25.5,4.5,3.2,9.5,17.4
COc1ccc(/C=C2\SC(=S)N(CCC(=O)N(CCO)c3ccccc3)C2=O)cc1OC,-59.6,-12.7,-24.2,4.2,4.9,2.9,11.1,-10.2,8.3
CSc1ccc(NC(=O)Nc2cc(C)ccn2)cc1,0.2,7.8,48.9,29.2,42.3,-4.3,10.3,77.9*,17.5
CC(=O)N(C(C)=O)N1C(=O)C2C3c4ccccc4C(c4ccccc43)C2C1=O (stereo not drawn),2.6,-19.5,-17.1,-7.6,9.2,4.4,5.0,-4.1,7.2
COc1ccc2[nH]c(=O)c3c(c2c1)OC(C)(C)C=C3,-1.2,22.9,-5.9,-8.2,7.1,2.5,7.0,-2.5,-272.1
O=C(Nc1ccccc1)c1ccc(NCC2CCCO2)c(S(=O)(=O)N2CCOCC2)c1 (stereo not drawn),0.2,16.6,0.0,-4.8,15.6,1.2,-2.3,0.7,-28.1
CCOC(=O)c1cnc2c(-c3ccccc3OC)c(C)nn2c1C,1.1,-13.1,-12.6,-1.7,35.5,-7.4,2.3,-0.6,6.1
CCN(CC(=O)Nc1ccc(Br)cc1)CC(=O)Nc1cc(C)on1,-1.6,-9.2,8.2,-14.0,19.1,-2.5,-5.4,1.5,3.4
Cc1cc(CN(C)C(=O)c2ccc3nc(Cc4ccccc4F)oc3c2)n[nH]1,0.6,-6.2,-10.9,3.7,10.2,-4.0,3.6,-3.9,-3.3
CC(=O)NC(Cc1ccccc1F)C(=O)NC1CCN(c2ncccc2[N+](=O)[O-])CC1 (stereo not drawn),1.3,-11.6,-4.9,3.9,22.4,-1.8,-16.0,-1.4,26.1
COc1ccc(C2=NOC(C(=O)NCc3ccccn3)C2)cc1 (stereo not drawn),2.5,-3.4,-0.9,-6.2,18.0,-2.5,-7.9,2.9,8.2
COc1ccc(C(C(=O)NC2CCCC2)N(C(=O)c2ccco2)c2ccccc2OC)cc1 (stereo not drawn),0.1,4.3,18.4,2.0,15.3,-8.5,-1.8,6.0,6.8
Cc1ccccc1C(=O)Nc1ccc(S(=O)(=O)N2CCCC2)cc1,0.3,-0.8,-18.3,-7.7,2.8,-4.2,16.4,-11.3,10.6
COc1ccc(CNC[C@H]2O[C@@H](n3ccc(=O)[nH]c3=O)[C@H](O)[C@@H]2O)cc1OC,-2.8,4.1,.,.,.,-3.5,.,.,22.5
Cc1ccc(NC(=O)CCN2C(=O)C3C4CCC(C4)C3C2=O)cc1[N+](=O)[O-] (stereo not drawn),1.4,-17.5,-11.6,-21.4,16.5,-5.6,4.4,-4.1,11.7
CCOc1ccccc1Nc1nc(-c2sc(NC(=O)c3ccco3)nc2C)cs1,-10.4,5.8,-1.1,11.4,16.9,-3.0,2.9,-7.0,-138.6
C=CC[C@@H](CC(=O)N[C@H](CO)Cc1ccccc1)C(=O)NCCOC(=O)[C@@H](CC=C)Cc1ccc(F)cc1,0.0,-1.0,4.0,4.8,3.9,-4.0,14.2,-1.9,11.5
Cc1c(C)n2c(SCC(=O)Nc3ccc4c(c3)OCCO4)nnc2[nH]c1=O,0.3,12.6,-9.4,-0.6,11.5,-3.5,-0.9,9.4,2.2
CSc1ncc(Cl)c(C(=O)Nc2ccc(S(=O)(=O)N3CCOCC3)cc2)n1,2.8,-3.0,-2.4,0.5,17.9,-6.8,6.8,0.2,19.2
O=C(NNC(=O)c1cccc(Br)c1)C(=O)N1CCCCC1,1.9,-8.1,-7.8,-1.6,4.9,1.6,-17.6,-9.3,12.1

# Next part:
SMILES,SENP1 inh,PfG6PD inh,SENP6 block,SENP8 block-1,NLRP3 yeast inh,HKDC1 inhibitor,Apaf-1 inh,SENP7 block,SENP8 block-2
COc1ccc(C(=O)NC(C)(C)C)cc1S(=O)(=O)N1CCCC1,1.1,-13.3,-12.5,2.2,-3.2,4.4,9.1,-5.5,14.9
CCOc1ccccc1C1N(c2ccc(OC)cc2)C(=O)C2CCCN21 (stereo not drawn),-1.9,7.9,2.1,1.6,0.7,-4.5,-6.3,2.5,0.5
Cc1cccc(N2C(=O)c3cccc4cccc(c34)C2=O)c1,0.5,0.5,-0.2,-0.2,8.2,5.4,3.8,-2.2,14.5
CCN(CC)C(=O)[C@H]1CC(CC(=O)NC/C=C(\C)CCC=C(C)C)C(=O)N2CCc3c([nH]c4ccc(OC)cc34)[C@]12C (stereo partly drawn),1.7,28.9,.,.,.,14.3,41.6*,6.3,13.7
O=C(NC1CCCC1)C(c1ccc(F)cc1)N(C(=O)c1csnn1)C1CCCC1 (stereo not drawn),1.3,4.2,-3.2,6.9,9.3,-5.1,10.5,8.1,7.2
O=C(O)CC(CP(=O)(c1ccccc1)c1ccccc1)C(=O)O (stereo not drawn),0.9,6.0,6.3,-2.0,7.0,-6.8,-10.7,1.6,16.0
CC(C)N(Cc1ccc(F)cc1)C(=O)c1cc2ccccc2oc1=O,0.7,.,1.6,-10.0,22.5,.,-2.4,7.2,-2.1

# Screening results deposited in PubChem by Sanford-Burnham Center for Chemical Genomics.
